MEX-5 binding: C. elegans MEX-5 TCR-2 RNA binding activity | Q9XUB2 | MEX-5/FITC-TCR2 RNA binding, fluorescence polarization; active compounds read low | activity score (negative = inhibition of binding), % at 10 µM | 300,000 tested, 0.38% active | AID 1832;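 active = inhibition past about -25% in most replicates, and total fluorescence under double the plate's negative control median, limit read from the data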;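 note: 0% = DMSO and -100% = 5 µM competing unlabeled TCR2 RNA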
Target sequence (Q9XUB2 whole entry, looked up): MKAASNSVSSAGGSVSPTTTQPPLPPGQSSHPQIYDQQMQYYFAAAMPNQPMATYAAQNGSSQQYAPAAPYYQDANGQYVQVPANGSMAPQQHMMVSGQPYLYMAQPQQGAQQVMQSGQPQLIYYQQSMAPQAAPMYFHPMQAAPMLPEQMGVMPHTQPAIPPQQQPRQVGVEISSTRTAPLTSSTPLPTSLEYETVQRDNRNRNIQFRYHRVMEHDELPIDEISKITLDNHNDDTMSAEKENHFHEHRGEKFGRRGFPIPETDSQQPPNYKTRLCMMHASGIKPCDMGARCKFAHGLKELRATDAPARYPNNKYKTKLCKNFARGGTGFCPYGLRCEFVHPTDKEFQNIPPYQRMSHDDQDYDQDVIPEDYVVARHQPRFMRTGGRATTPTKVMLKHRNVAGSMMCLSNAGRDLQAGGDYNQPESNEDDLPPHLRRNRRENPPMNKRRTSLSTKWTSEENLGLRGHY
PAD4 inh: inhibitors of human PAD4; Q9UM07; inhibition, % at 6.36 µM; 330,000 tested, 0.41% active; recombinant PAD4, RCA probe fluorescence polarization;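 active = percent inhibition above a cutoff equal to the mean of all tested compounds plus 3 SD, cut at about 15% in these data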;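 note: 0% = PAD4 with RCA probe and DMSO and 100% = probe without PAD4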
Fam108B inh: counter-screen for RBBP9 inhibitors: inhibitors of mouse Fam108B; recombinant Fam108B, FP-Rh probe fluorescence polarization; inhibition, % at 9.51 µM; 300,000 tested, 0.33% active; AID 1947;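 active = inhibition above the screen mean inhibition plus 3 SD, computed separately per campaign, cut at about 18% in these data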;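 note: inhibitors lower polarization as less probe binds the enzyme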
BCLXL inh: inhibitors of human Bcl-xL. AID 2129. GST-Bcl-xL / FITC-Bim BH3 peptide fluorescence polarization. Q07817. inhibition, % at 10.9 µM. 320,000 tested, 0.7% active;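 active = inhibition above the mean of all tested compounds plus 3 SD, cutoff set per campaign, cut at about 30% in these data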;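 note: 0% = DMSO wells and 100% = unlabeled Bim-BH3 peptide competitor; inhibitors lower millipolarization by displacing the labeled peptide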
MCL1 BIM primary: inhibitors of human MCL1 binding to BIM-BH3 peptide. Q07820. GST-MCL1 / FITC-Bim-BH3 fluorescence polarization. inhibition, % at 10.9 µM. 320,000 tested, 0.68% active;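 active = inhibition above the mean inhibition of all tested compounds plus 3 SD, set per campaign, cut at about 40% in these data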;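 note: 0% = DMSO wells and 100% = unlabeled Bim-BH3 peptide control; higher means more loss of mP so more displacement of Bim peptide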
Target sequence (Q07820 whole entry, looked up): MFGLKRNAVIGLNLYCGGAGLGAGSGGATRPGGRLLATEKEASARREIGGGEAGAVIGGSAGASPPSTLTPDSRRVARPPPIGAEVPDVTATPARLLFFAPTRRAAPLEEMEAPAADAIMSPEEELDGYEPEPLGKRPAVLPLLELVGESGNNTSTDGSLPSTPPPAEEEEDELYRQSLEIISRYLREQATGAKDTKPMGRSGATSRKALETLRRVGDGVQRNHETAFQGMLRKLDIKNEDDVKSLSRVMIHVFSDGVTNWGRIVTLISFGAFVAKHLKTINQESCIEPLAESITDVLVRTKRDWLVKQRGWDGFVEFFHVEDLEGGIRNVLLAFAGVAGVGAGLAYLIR
GSTO1 counter: blocks human GSTO1 in RBBP9 counter-screen; recombinant GSTO1, activity-based probe fluorescence polarization; P78417; AID 1974; 300,000 tested, 1.1% active; inhibition, % at 5.96 µM;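 active = inhibition above the campaign mean inhibition plus 3 SD, cut at about 35% in these data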;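 note: 0% = GSTO1-1 with DMSO and 100% = wells lacking GSTO1-1 enzyme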
Target sequence (P78417 whole entry, looked up): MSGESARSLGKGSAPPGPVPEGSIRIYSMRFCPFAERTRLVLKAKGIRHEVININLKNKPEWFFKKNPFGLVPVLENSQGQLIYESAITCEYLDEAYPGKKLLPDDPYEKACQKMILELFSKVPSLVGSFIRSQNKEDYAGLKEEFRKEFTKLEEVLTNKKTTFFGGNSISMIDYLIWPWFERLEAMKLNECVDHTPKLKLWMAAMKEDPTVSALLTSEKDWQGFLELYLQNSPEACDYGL
TPT1 inh: blocks Candida albicans tRNA 2'-phosphotransferase; 300,000 tested, 0.81% active; AID 1962; inhibition, % at 5 µM; recombinant caTPT1, FP RNA substrate dephosphorylation;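 active = inhibition above the mean of all tested compounds plus 3 SD, set per screening campaign, cut at about 24% in these data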;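 note: plate controls were DMSO alone for no effect and ferristatin control at 100 nM for full effect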
GLD-1 TGE inh: GLD-1-TGE RNA interaction inhibition (C. elegans); Q17339; purified GLD-1 + fluorescein TGE RNA, fluorescence polarization; inhibition, % at 5.96 µM; 320,000 tested, 0.44% active;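 active = percent inhibition above a per-plate cutoff, the plate mean of test compounds plus 3 SD, cut at about 30% in these data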;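 note: 0% = DMSO wells with GLD-1 and probe and 100% = wells lacking GLD-1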
PME-1 primary: blocks human protein phosphatase methylesterase 1; Q9Y570; recombinant PME-1, FP-Rh probe fluorescence polarization; inhibition, % at 5.9 µM; 320,000 tested, 0.53% active;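 active = inhibition above the campaign mean of all compounds plus 3 SD, cut at about 26% in these data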;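 note: competitive labeling of PME-1 active site by serine hydrolase directed probe; 0% = PME-1 with DMSO and 100% = wells lacking PME-1 enzyme; inhibitors block probe labeling so polarization falls and inhibition rises; many of its hits are not listed in these tables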
* marks the source's active call; other numbers are inactive results; . = not tested or not shown; & = joins results of further samples.

Results follow in this order: MEX-5 binding	PAD4 inh	Fam108B inh	BCLXL inh	MCL1 BIM primary	GSTO1 counter	TPT1 inh	GLD-1 TGE inh	PME-1 primary
NS(=O)(=O)c1cccc(NC(=O)c2ccccc2NS(=O)(=O)c2ccc(F)cc2)c1
  1.8	5.3	0.2	0.5	1.4	-38.9	-0.6	10.9	1.7
Cc1ccc(NC(=O)C[n+]2ccccc2)cc1C
  -0.2	3.2	3.3	6.0	8.1	0.4	-2.0	12.8	1.2
O=C(c1cc(-c2ccc(Cl)c(Cl)c2)on1)N1CCCCC1
  .	3.2	-0.4	0.8	10.0	-2.7	-2.3	6.8	-3.7
CC(C)Oc1nc(-c2ccc(Cl)cc2)nc2ccccc12
  .	1.1	-1.9	3.1	3.1	9.5	1.1	-1.1	-8.3
COCC(C)NC(=O)COCc1cc(-c2ccc3c(c2)OCO3)on1 (stereo not drawn)
  -1.3	-2.2	3.2	2.4	0.0	0.4	-3.8	6.8	0.1
O=C(Nc1cccc(Cl)c1)Nc1c[nH]c(=O)[nH]c1=O
  -3.0	2.2	-5.5	0.4	-3.3	2.6	1.5	5.1	8.8
CCCCn1c(N)c(N(CCC(C)C)C(=O)c2ccc(N3CCCC3=O)cc2)c(=O)[nH]c1=O
  -2.7	2.4	-3.1	-11.8	-10.3	5.3	0.0	-0.9	-4.3
COc1ccccc1CNc1cc(CSc2ccc(Cl)cc2)nc(C)n1
  3.0	-6.5	6.6	11.1	9.2	-1.4	-2.7	-3.8	3.9
CCOC(=O)c1cc(/C(C)=N/OC(=O)c2ccc(C(C)(C)C)cc2)on1
  .	0.5	1.8	2.6	5.5	8.8	-4.2	13.7	-3.5
Cc1ccc2nc(N(CCCN(C)C)C(=O)c3ccco3)sc2c1
  1.5	-5.4	3.3	1.8	3.5	3.3	-0.1	1.0	-1.5
Cc1ccc(CS(=O)(=O)Cc2ccc(C(=O)NCc3ccccn3)o2)cc1
  -2.2	0.8	6.2	11.5	10.7	2.0	-3.5	1.6	1.3
CCn1c(=O)c(C(=O)NCc2ccc3c(c2)OCO3)c(O)c2ccccc21
  1.8	0.8	-0.8	4.5	-2.1	10.6	1.1	7.2	-0.7
Cn1c(=O)n(CC(=O)N2CCN(c3nnc(-c4ccccc4)c4ccccc34)CC2)c2ccccc21
  -2.5	1.4	-1.0	5.5	3.8	-0.2	-4.1	3.2	2.7
O=C(O)c1ccc(S(=O)(=O)c2ccc3c(c2)C(=O)N(NC(=O)c2ccccc2)C3=O)cc1
  -1.3	-4.6	-0.4	7.6	11.3	-2.3	0.4	-1.9	-1.8
NC(=O)C1CCN(C2CC(=O)N(Cc3cccs3)C2=O)CC1 (stereo not drawn)
  1.7	-3.7	-0.7	5.4	7.0	3.6	-0.3	-2.8	-9.5
CCOCCCn1c(=S)[nH]c2cc(C(=O)NCCCN(CC)CC)ccc2c1=O
  -0.5	4.8	1.2	4.0	2.6	6.2	-2.8	5.0	-0.6
COc1cc(/C=N/NC(=O)Cc2cccs2)c([N+](=O)[O-])cc1OC
  -2.0	10.1	2.3	5.1	12.5	2.3	-1.7	3.3	7.9
Cc1oc(C)c(C(=O)O)c1COc1ccc(C(=O)O)cc1
  -0.8	1.7	-2.1	3.9	2.6	-5.1	-3.8	5.6	-3.8
Brc1cccc(CNCCCN2CCOCC2)c1
  -4.3	-0.2	3.4	0.3	1.2	-3.0	-4.0	0.3	1.7
COc1cccc(/C=N/NC(=O)CCc2n[nH]c(=O)[nH]c2=O)c1O
  -0.6	-2.7	1.4	3.4	-1.4	0.1	-1.3	2.2	-3.2
C#CCOCCOCCOCCNc1nc(N2CCN(C(=O)[C@H](Cc3ccc(O)cc3)n3cc(CCO)nn3)CC2)nc(N2CCN(C(=O)[C@H](Cc3ccc(O)cc3)n3cc(CCO)nn3)CC2)n1
  2.2	-1.4	-12.8	1.5	8.3	9.6	-3.0	-1.5	-11.8
COc1ccc(CCNC(=O)c2cc(=O)c3cc(C)ccc3o2)cc1
  -2.0	1.0	1.6	-0.9	-7.1	5.3	0.9	0.7	-8.1
O=C(CSc1nnc(CNc2ccc(F)cc2)o1)c1ccccc1
  0.1	-1.2	0.5	-2.4	2.2	27.6	-0.3	3.8	4.9
Cc1nc([N+](=O)[O-])cn1CCCCN1C(=O)c2ccccc2C1=O
  -0.5	1.0	-1.0	1.8	0.4	0.7	-3.4	2.6	-0.4
CC(=O)NC(CC(=O)OC(C)C(=O)Nc1ncc(Cl)cc1Cl)c1ccccc1 (stereo not drawn)
  1.6	0.0	-2.4	5.2	0.5	-3.5	1.4	6.3	6.7
CC(C)(C)N(Cc1ccccc1)C(=O)COC(=O)CSc1ccc([N+](=O)[O-])cc1
  -1.9	-3.2	-2.6	-1.5	-1.3	1.2	-4.4	2.9	6.5
CCCc1nc(SCC(=O)NC2CC2)c2c(C)c(C)sc2n1
  0.7	3.6	-1.5	7.6	7.7	-7.9	-1.0	6.3	0.3
COc1ccccc1CNC(=O)CSc1ccc(C(=O)Nc2ccccc2OC)cc1[N+](=O)[O-]
  -2.5	-2.6	6.3	3.5	5.1	2.5	0.7	12.7	5.2
O=S(=O)(Nc1ccc(S(=O)(=O)Nc2cccc3ccccc23)cc1)c1ccccc1
  -2.4	-1.2	-3.4	4.8	1.6	-0.8	-2.4	10.0	4.4
COc1ccccc1C(CNC(=O)C(C)(C)Oc1ccc(Cl)cc1)N1CCCC1 (stereo not drawn)
  1.6	-0.2	3.4	3.5	4.2	8.4	2.8	-1.8	-3.6
CC(C)OC(=O)/C(=C/c1ccc2c(c1)c1ccccc1n2C)NC(=O)c1ccccc1
  3.2	2.1	-8.1	2.4	0.7	-4.0	3.0	9.6	1.6
CSc1ccc(C(=O)C2CCCN(Cc3ccc(N4CCNC4=O)cc3)C2)cc1 (stereo not drawn)
  0.8	4.4	2.7	8.7	5.0	-6.4	-1.4	8.9	1.9
O=c1[nH]c(CSc2nnc(-c3ccncc3)n2Cc2ccco2)nc2ccccc12
  0.3	-3.3	-2.0	7.5	7.3	-8.6	-3.7	-10.2	3.0
COC(=O)c1cc2c(ccn2-c2ccc(F)cc2)n1Cc1cccc(OC)c1
  0.0	-0.9	-4.9	1.1	2.9	-3.5	-2.9	2.9	0.1
Cc1occc1-c1nnc(SCC(=O)c2c(N)n(C3CC3)c(=O)[nH]c2=O)n1C
  .	3.0	.	-4.1	-8.3	.	.	-9.9	-0.6
O=C(O)c1ncc(Cl)c(Cl)c1Cl
  -2.8&-0.1	-0.4&-0.2	0.5&-2.5	-3.2&0.9	-4.2&-3.7	-5.7&-0.5	-8.0&-0.5	-6.5&1.4	2.5&3.5
Cc1ccc([N+](=O)[O-])cc1NC(=O)CCCOc1ccccc1
  0.8	0.6	2.0	4.0	1.6	-8.6	-3.5	0.9	3.3
Cc1cccc(S(=O)(=O)NC(Cc2c[nH]c3ccccc23)C(=O)O)c1 (stereo not drawn)
  2.2	-1.9	-4.9	-1.6	3.7	-2.5	-1.7	7.5	-2.6
O=[N+]([O-])c1cccn2cc(-c3ccc(Br)cc3)nc12
  -9.6	-5.3	4.9	-1.1	1.1	-3.4	0.3	10.6	2.9
Cc1cccc(Oc2coc3cc(OC(=O)c4cc5ccccc5oc4=O)ccc3c2=O)c1
  -1.5	3.1	-0.6	7.0	3.6	4.2	-2.0	0.3	-0.8
Cc1ccccc1C(=O)Nn1cnnc1
  -2.6	-1.2	0.4	3.9	-4.9	3.5	1.0	-3.6	-1.6
Cc1ccc(/C=C2\SC(N3CCN(C(c4ccccc4)c4ccccc4)CC3)=NC2=O)o1
  0.3	-14.8	-0.6	19.8	21.1	-8.1	14.7	4.6	-7.4
Cc1ccc(C2=NN(C(=O)CN3C(=O)c4ccccc4S3(=O)=O)C(c3ccco3)C2)cc1 (stereo not drawn)
  -6.4	2.0	1.6	5.2	-1.5	-3.5	-3.9	1.4	-9.3
CCOC(=O)C1(CCOC)CCN(C/C=C/c2ccccc2OC)CC1
  2.1	-3.0	1.3	2.3	0.2	8.4	-0.3	-4.0	-5.0
CCOc1ccc(NC(=O)c2ccccc2NC(=O)CN(C)CC(=O)Nc2ccc(C)cc2)cc1
  1.2	-0.1	0.6	2.2	6.6	7.2	-3.5	9.2	15.4
O=C1c2ccc(-c3nc4ccccc4o3)cc2C(=O)N1Cc1cccnc1
  -3.4	0.1	-6.1	-6.3	-6.5	0.3	0.2	-0.7	-0.1
CCc1cc(CNC(=O)c2cccc(OC3CCN(S(C)(=O)=O)CC3)c2)on1
  0.5	-6.2	1.6	2.5	-1.8	-0.6	-0.9	-3.4	16.3
COc1ccc(NC(=O)CSc2nnc(CNC(=O)c3ccco3)o2)cc1
  0.8	-5.3	1.6	6.6	3.6	5.0	-0.1	3.9	-0.2
COC(=O)c1ccc2nc(NC(=O)CCS(=O)(=O)c3ccccc3)sc2c1
  -3.6	-1.4	-1.9	6.4	0.7	-5.8	-2.1	4.2	-5.0
COc1ccccc1-n1c(SCC(N)=O)nnc1-c1ccccc1
  -0.5	-1.4	0.7	0.7	4.2	-5.6	-3.5	0.3	-2.7
Cc1ccc(N2C(=N)SCC2=O)cc1Cl
  1.1	1.1	1.8	2.4	2.3	-1.5	-2.7	10.0	-4.5
COCCCN1C(=O)C(=O)/C(=C(/O)c2ccc(OC)cc2)C1c1ccc(O)c(OC)c1 (stereo not drawn)
  0.3	-13.1	-6.7	-5.3	-17.3	-3.2	3.5	-3.2	-8.2
Oc1ccc(Cl)cc1-c1cc(-c2cccc(Br)c2)n[nH]1
  -0.8	-5.0	-17.1	3.4	3.4	-0.9	0.2	9.6	-33.9
COc1ccc(/C=N/NC(=O)c2ccc(Br)cc2)cc1CN1CCOCC1
  0.1	-0.6	-3.4	1.9	0.2	9.4	-2.5	-0.2	-1.0
O=C(O)CCC(=O)NNC(=O)c1cccc(Cl)c1
  -1.5	1.0	-0.5	-3.1	-9.1	5.2	1.1	1.6	0.6
CC(=O)NC12CC3CC(C1)CC(C(=O)Nc1nccs1)(C3)C2
  -0.2	3.0	5.7	0.9	1.9	10.7	-5.3	3.9	-0.1
O=C(c1cc(-c2ccc(Cl)cc2)on1)N1CCN(c2ccc(F)cc2)CC1
  1.3	-1.4	-2.5	4.1	4.2	1.2	-2.1	-5.0	-5.1
Nc1c(C(=O)Nc2ccccc2)c2nc3ccccc3nc2n1CCCN1CCOCC1
  2.6	-3.4	0.3	11.6	9.5	-23.2	-0.2	5.2	8.1
CC1CCCCN1S(=O)(=O)c1ccc(S(=O)(=O)N(CC(=O)Nc2ccccc2)Cc2cccs2)cc1 (stereo not drawn)
  -3.0	2.5	-18.9	5.0	3.0	-3.4	-1.8	1.0	-17.2
Cc1c(NS(=O)(=O)c2cc(C(=O)NCC3CCCO3)cc(Cl)c2Cl)c(=O)n(-c2ccccc2)n1C (stereo not drawn)
  -1.1	-3.6	-2.5	8.0	8.2	3.7	2.8	4.8	-0.3

Compound activity deposited in PubChem BioAssay by several laboratories.

These rows are one share of the data (hit frequency here may not be typical).
